ATXN2 expr inh: Primary qHTS for Inhibitors of ATXN expression; HEK-293 ATXN2-luciferase reporter, luminescence, 24 h; Potency, µM (series often up to 57 µM), for the others: at the top dose activity change, negative = inhibition, most hits filed as inhibitors; hit rate 0.72% among 360,000; note: potency is the fitted concentration of half-maximal effect; % is set by controls: 0 for no effect and ±100 for the full control effect; nearly all actives have a fitted effect of over 55% in size
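qHTS (up to 57 uM final) was run with 24 h compound exposure of reporter cells at 37 °C. Each well was multiplexed: SteadyGlo luminescence measured ATXN2-luciferase expression after a fluorogenic Gly-Phe-AFC viability readout (25 uM final).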
MCF10A rereplic: A quantitative high throughput screen for small molecules that induce DNA re-replication in MCF 10a normal breast cells | MCF 10A DNA re-replication, Hoechst nuclear intensity, 48 h | Potency, µM (top dose mostly 46.1 µM), for the others: at the highest dose activity, positive = re-replication, actives largely listed as activators | hit rate 2.9% among 350,000; note: potency is the fitted concentration of half-maximal effect; % of control where 0% means no effect; nearly all actives have a fitted effect of over 50% in size
Nrf2 ARE act: qHTS of Nrf2 Activators; hit rate 0.31% among 410,000; AREc32 ARE-luciferase reporter (MCF7-derived line), luminescence, 24 h; Potency, µM (doses to about 46.1 µM), for the others: top-dose activation, most hits filed as activators; AID 624171, 2012; note: potency is the fitted concentration of half-maximal effect; % of control where 0% means no effect; nearly all actives have a fitted effect of over 65% in size
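AREc32_Fluc, 1000 cells/well, OPTI-MEM + 5% FBS, o/n 37 deg C 5% CO2; 23 nL cpd by pin tool, 24 hr; Steady-Glo 30 min RT, luminescence.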
TGFb SMAD3 inh: qHTS for Inhibitors of TGF-b; HepG2 CAGA-GFP TGF-b/SMAD3 reporter, GFP fluorescence, 18 h; TGF-beta stimulated, 500 pg/mL final; Potency, µM (top dose mostly 46.1 µM), inactives show top-dose activity, negative = inhibition, most hits filed as inhibitors; hit rate 1.2% among 410,000; note: potency is the fitted concentration of half-maximal effect; % is set by controls: 0 for no effect and ±100 for the full control effect; nearly all actives have a fitted effect of over 65% in size
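Inhibition of TGF-beta-driven CAGA-GFP reporter expression in HEPG2 cells is measured by cellular GFP fluorescence after 18 h stimulation with 500 pg/mL recombinant TGF-beta in 1% FBS medium at 37 degrees C.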
A549 viability: Nrf2 qHTS screen for inhibitors: counterscreen for cytotoxicity; A549 ARE-Fluc cells, CellTiter-Fluor viability, 18-24 h; Potency, µM (top dose mostly 46 µM), inactives show at the top dose activity change, negative = cytotoxicity, hits mostly inhibitors; hit rate 0.16% among 390,000; AID 504648, 2011; note: potency is the fitted concentration of half-maximal effect; % is set by controls: 0 for no effect and ±100 for the full control effect
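A549 ARE_Fluc cells in 5% FBS OPTI-MEM were exposed to compounds in concentration-response for 18-24 h at 37 deg C. Viability was read by CellTiter-Fluor fluorescence (Ex 405/Em 525) after 30 min, before the luciferase read.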
IL-1B inflam inh: qHTS for Inhibitors of Inflammasome Signaling: IL-1-beta AlphaLISA Primary Screen; THP-1 LPS/ATP IL-1B secretion, AlphaLISA, 16 h; stronger effect = lower value; activity change, % at 57.5 µM; hit rate 4.7% among 360,000; in the data active = activity change below about -50%; inconclusive = mostly about -30% to -49%; note: % is set by controls: 0 for no effect and ±100 for the full control effect
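Secreted IL-1B measured by AlphaLISA bead assay after 16 h compound exposure of THP-1 cells; compounds (final up to 57.5 uM) added 1 h before LPS (250 ng/mL) and ATP (1.25 mM) stimulation; lower signal means less secretion.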
HepG2 tox: qHTS for Inhibitors of TGF-b: Cytotox Counterscreen; HepG2 CAGA-GFP viability, ATP luminescence, 18 h; Potency, µM (highest dose often 46.1 µM), for inactives: at the highest dose activity change, negative = cytotoxicity, usual class: cytotoxic; hit rate 0.76% among 410,000; note: potency is the fitted concentration of half-maximal effect; some results filed as inactive show a strong effect at the top dose
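CellTiter-Glo luminescence gave cytotoxicity after 18 hours at 37 degrees C. The cells were HepG2 CAGA-GFP in 1% FBS DMEM, stimulated with 500 pg/mL TGF-beta after compound addition. %Activity was normalised to no-cell wells (complete cell-killing) and DMSO (no toxicity), and curves were fitted and classified.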
Nrf2 block: Nrf2 qHTS screen for inhibitors; A549 ARE-Fluc reporter, luciferase luminescence, 18-24 h; Potency, µM (series often up to 46 µM), for the others: top-dose activity change, negative = inhibition, usual class: inhibitors; hit rate 2.1% among 360,000; AID 504444, 2011; note: potency is the fitted concentration of half-maximal effect; % is set by controls: 0 for no effect and ±100 for the full control effect; nearly all actives have a fitted effect of over 60% in size
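Cells were seeded and rested 2 h, then exposed to compounds for 18-24 h. CellTiter-Fluor was read first as a viability measure. BugLite was added 15 min before the final luminescent read of ARE-luciferase activity in A549 cells.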
S2 tox: Viability Counterscreen for Primary qHTS for Inhibitors of ATXN expression. S2 cells (HEK-293 line with an ATXN2-luciferase reporter) viability, CellTiter-Fluor protease fluorescence, 24 h. Potency, µM (doses to about 56.7 µM), usual class: cytotoxic. hit rate 0.49% among 400,000. AID 651635, 2014; note: potency is the fitted concentration of half-maximal effect; nearly all actives have a fitted effect of over 40% in size
Starred values were filed as active, the others as inactive; i = inactive; u = inconclusive; x = no result given; [ ] = remark or other dose. Unless noted, calls come from the whole dose curve; as a rule, active = well fitted curve in the direction sought with a large enough effect; inconclusive = small, poorly fitted or top-dose-only effect, or another doubt; inactive = no such curve, though single readings can be large; an effect the other way counts as inactive or inconclusive.

no.	SMILES	ATXN2 expr inh	MCF10A rereplic	Nrf2 ARE act	TGFb SMAD3 inh	A549 viability	IL-1B inflam inh	HepG2 tox	Nrf2 block	S2 tox
1	NNc1nnc2c3cc(F)ccc3n(CCc3ccccc3)c2n1	u	u	-1.6%	-17%	-9%	103	-24%	u	u
2	Cc1c2cnn(-c3ccccc3)c(=O)c2c(C)n1CC(=O)Nc1ccccc1Br	0%	x	-1.3%	u	-2%	x	6%	-25%	i
3	Cc1cc(NC(=O)c2ccccc2)cc(NC(=O)c2ccccc2)c1C	-10%	13%	2.9%	-2%	-1%	22	19%	5%	i
4	Cc1ccc2[nH]c(=O)c(CC=C(Cl)Cl)c(C)c2c1	-7%	-6%	-0.3%	4%	-3%	38	-13%	-8%	i
5	COc1ccc(C)cc1NC(=O)C(NCC(O)c1ccccc1)c1ccccc1 (stereo unspecified)	x	-2%	1.7%	-20%	-1%	-9	-1%	1%	i
6	CCOc1ccc(NC(=O)c2ccc3c(c2)N(C)CCS3)cc1	x	x	4.9%	-6%	x	-3	-9%	x	u
7	Cc1ccccc1Cn1ccc(-c2ccc3c(c2)OCO3)n1	46%[activator]	6%	4.4%	-13%	-6%	9	-8%	28%	u
8	O=C(NCc1ccco1)C1Cc2c(-c3cccc(F)c3)ccnc2O1 (stereo unspecified)	-9%	x	-0.4%[9.22 µM]	-18%	x	17	-21%	x	i
9	O=C(c1ccco1)N1CCN(S(=O)(=O)c2c(Cl)cccc2Cl)CC1	-18%	4%	-0.4%	-10%	11%	-21	0%	19%	i
10	CC1CCCC(NC(=O)COC(=O)[C@@H](NC(=O)c2ccccc2Cl)C(C)C)C1C (stereo partly specified)	-12%	1%	0.0%	-2%	3%	35	-23%	3%	i
11	Cc1ccc(Nc2ccncc2S(N)(=O)=O)cc1	x	-4%	0.1%	-16%	1%	-5	-2%	13%	i
12	O=C(Nc1ccc2c(c1)OCO2)c1n[nH]c(=O)c2ccccc12	16%	-1%	5.8%	-8%	4%	0	-2%	u	i
13	Cc1ccccc1N(CC(=O)N/N=C/c1cc(Br)c(C)o1)S(C)(=O)=O	9%	-3%	0.0%	14%	-5%	-9	1%	5%	i
14	COc1ccc(CN2CC(=O)N(c3cc(Cl)ccc3C)C2=S)cc1OC	-9%	6%	-0.5%	67%[activator]	-1%	-22	2%	-13%	i
15	CCC1CCCCN1C(=O)Cn1c(=O)n(-c2ccc(Cl)c(Cl)c2)c(=O)c2c(C)c(C(=O)N(C)C)sc21 (stereo unspecified)	x	x	6.1%	-8%	1%	x	-20%	x	x
16	CC(C)c1ccc(Nc2nnns2)cc1	-10%	10%	6.4%	0%	-1%	u	9%	0%	i
17	O=C1CCc2cc(NS(=O)(=O)c3ccc(Cl)cc3)cc3c2N1CC3	4%	15%	8.7%	0%	10%	6	-26%	u	i
18	Cc1ccsc1S(=O)(=O)N1CCCC(CCC(=O)NCc2ccccc2F)C1 (stereo unspecified)	-6%	-1%	-0.7%	4%	0%	-3	105%	5%	i
19	CC1(C(=O)Nc2cccc(Oc3ccccc3)c2)Cc2c(-c3ccc4c(c3)OCO4)ccnc2O1 (stereo unspecified)	12%	x	-0.2%	u	x	80	-2%	x	i
20	O=C(COC(=O)CCc1nc2ccccc2s1)Nc1ccc(S(=O)(=O)N2CCOCC2)cc1	-1%	5%	3.1%	3%	-7%	25	-6%	7%	i
21	O=S(=O)(N/N=C\c1ccc(-c2ccccc2Cl)o1)c1ccccc1	-28%	u	0.2%	-1%	1%	-16	-39%	-6%	i
22	C#Cc1ccc([C@H]2C=C(C(=O)NC3CC3)O[C@@H](OCC)[C@@H]2CCCO)cc1	1%	-13%	0.6%	2%	12%	-4	-9%	9%	i
23	CCOc1cc(/C=N/NC(=O)c2ccc(=O)n(C)c2)ccc1O	-5%	0%	-0.5%	12%	-16%	9	27%	6%	u
24	CCOC(=O)c1c(C2CC2)csc1NC(=O)COC(=O)c1cc(OC)c(OC)cc1[N+](=O)[O-]	x	1%	0.1%	20%	9%	28	4%	0%	u

Whole records, looked up by structure:
`CC1(C(=O)Nc2cccc(Oc3ccccc3)c2)Cc2c(-c3ccc4c(c3)OCO4)ccnc2O1` (stereo unspecified) across the screens: ATXN2 expr inh: 12%; MCF10A rereplic: x; Nrf2 ARE act: -0.2%; TGFb SMAD3 inh: u; A549 viability: x; IL-1B inflam inh: 80; HepG2 tox: -2%; Nrf2 block: x; S2 tox: i
`Cc1ccsc1S(=O)(=O)N1CCCC(CCC(=O)NCc2ccccc2F)C1` (stereo unspecified) across the screens: ATXN2 expr inh: -6%; MCF10A rereplic: -1%; Nrf2 ARE act: -0.7%; TGFb SMAD3 inh: 4%; A549 viability: 0%; IL-1B inflam inh: -3; HepG2 tox: 105%; Nrf2 block: 5%; S2 tox: i

(listing goes on)
no.	SMILES	ATXN2 expr inh	MCF10A rereplic	Nrf2 ARE act	TGFb SMAD3 inh	A549 viability	IL-1B inflam inh	HepG2 tox	Nrf2 block	S2 tox
25	Cc1ccc(NC(=O)C2CCN(S(=O)(=O)c3c(C)[nH]c(=O)[nH]c3=O)CC2)cc1	6%	u	-0.4%	3%	22%	0	-6%	15%	i
26	Cc1cc(C)n(S(=O)(=O)c2ccc(Cl)cc2)n1	-10%	4%	-0.4%	0%	4%	3	-2%	-7%	i
27	COC(=O)c1cc(Br)c(=O)n(CCN(C(C)C)C(C)C)c1	2%	-6%	0.3%	-24%	0%	3	-5%	9%	i
28	CCCN(CCC)C(=O)c1ccc2c(c1)S(=O)(=O)c1ccccc1C2=O	4%	1%	3.1%	0%	-2%	-14	-3%	-21%	i
29	Cc1ccccc1N1CCN(CC(=O)Nc2nc(C)c(C(=O)N(C)C)s2)CC1	-6%	1%	-0.6%	-24%	-2%	13	3%	-10%	u
30	CC(=O)Nc1ccc2oc(-c3ccccc3Br)nc2c1	26%	2%	0.1%	24%	-3%	-13	1%	u	u
31	COc1ccccc1Nc1nnc(SCc2cc(=O)n3ccsc3n2)s1	8%	u	3.3%	-1%	-11%	1	1%	-21%	i
32	Cc1cccc(C)c1N(CC(=O)N(C)Cc1ccccc1)S(C)(=O)=O	x	2%	-0.9%	1%	-3%	-12	-21%	-13%	i
33	O=C(Nc1ccc([N+](=O)[O-])cn1)C1CC1	-16%	-2%	0.3%	-15%	3%	-4	-2%	1%	i
34	COc1ccc([C@@H]2CC=C(C(=O)O)[C@H](c3ccc(C)cc3)N2S(=O)(=O)c2ccccc2C)cc1	-4%	-13%	0.2%	-6%	-14%	37	-4%	-24%	u
35	Nn1c(SCC(=O)NCC2CCCO2)nnc1-c1ccc(OC(F)F)cc1 (stereo unspecified)	-1%	u	-0.6%	7%	1%	-1	-1%	8%	i
36	Cc1cc(Nc2ccccc2C(=O)O)n(-c2ccc([N+](=O)[O-])cc2)n1	x	1%	-0.3%	-19%	u	53	-29%	6.5µM*	i
37	CCOC(=O)c1ccc(NC(=O)CSc2nc(NC(=O)c3ccccc3)c3c(C)c(C)oc3n2)cc1	2%	4%	0.2%	-17%	-3%	1	-33%	u	i
38	C/C(=N\OC(=O)Nc1ccccc1)c1cnn(-c2cc(C(F)(F)F)cc(C)n2)c1C	9%	-1%	-0.7%	-10%	0%	25	-43%	-17%	i
39	Cc1nn(-c2ccccc2)c(Cl)c1/C=N/NC(=O)CCNc1n[nH]c(=O)[nH]c1=O	13%	18%	2.3%	1%	-3%	3	2%	8%	i
40	O=C(NCCO)c1cccc(Cl)c1	-1%	7%	-0.4%	-13%	-2%	-6	-2%	25%	i
41	COc1ccc(NC(=O)COC(=O)[C@@H]2CCCN2C(=O)c2cccs2)cc1	4%	-1%	0.2%	u	-8%	13	-22%	-2%	i
42	CCOc1ccc(NC(=O)CCc2nnc3ccc(N4CCN(C)CC4)nn23)cc1	-4%	6%	-0.4%	0%	2%	13	-11%	16%	i
43	CCOC(=O)N/N=C\c1cccc(OC)c1	-14%	-53%[inhibitor]	2.6%	15%	1%	-3	23%	24%	i
44	COC(=O)c1ccc(OC(=O)CCN2C(=O)C3C4c5ccccc5C(c5ccccc54)C3C2=O)cc1 (stereo unspecified)	-1%	14%	-0.4%	-1%	-2%	6	2%	15%	i
45	COc1ccc(C2SC[C@@H](C(=O)O)N2C(C)=O)cc1 (stereo partly specified)	3%	-5%	0.2%	-30%	4%	18	-4%	26%	i
46	O=S(=O)(Nc1cccnc1)c1cccnc1	2%	1%	-0.8%	-8%	7%	2	1%	2%	i
47	CCS(=O)(=O)C1=NSC2=NC(=O)/C(=C\c3ccc(OS(=O)(=O)c4ccccc4)cc3)C(=N)N21	12%	-6%	2.8%	-9%	-2%	-9	10%	7%	i
48	COC(=O)CCc1c(C)c(C(=O)c2cc(OC)c(OC)c(OC)c2)c2ccccn12	-2%	u	-0.4%	8%	-17%	58	2%	-5%	i
49	COC(=O)c1c(NC(=O)C2c3ccccc3Oc3ccccc32)sc2c1CCC(C)C2 (stereo unspecified)	0%	x	4.1%	-3%	9%	x	-23%	9%	i
50	C=CCNC(=O)CC12CC3CC(C1)CC(CC(=O)NCC=C)(C3)C2	8%	-1%	-0.2%	25%	-1%	-2	8%	u	i
51	CCc1nnc(NC(=O)CC(CN(C)S(=O)(=O)c2ccccc2)c2ccccc2)s1 (stereo unspecified)	-16%	1%	0.2%	-1%	-2%	-17	-29%	u	i
52	CCCc1cc(=O)[nH]c(SCC(=O)NCC2COc3ccccc3O2)n1 (stereo unspecified)	10%	-1%	-0.3%	-10%	1%	28	-24%	-7%	i
53	O=C1c2cccnc2C(=O)N1Cc1ccc(S(=O)(=O)NCc2ccco2)s1	-4%	2%	0.5%	8%	0%	-9	4%	2%	i
54	COCCCNc1nc2ccccc2nc1NS(=O)(=O)c1ccccc1	-17%	-5%	0.4%	12%	2%	0	-1%	-3%	i
